Vif-APOBEC3F blk = blocks the Vif interaction with APOBEC3F. HeLa A3F-eYFP + Vif (tagged APOBEC3F with the HIV-1 protein that degrades it), YFP fluorescence increase. Potency, µM (titrated, usually from 46.1 µM), without a hit: at the highest dose activity, negative = active. 390,000 compounds, 0.2% hits. AID 602313; further: % of control where 0% means no effect; nearly all actives have a fitted effect of over 65% in size
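Fluorescence increase (Ex 488/Em 500-530) after overnight compound treatment at 37 deg C flags inhibition of Vif-driven A3F-eYFP loss in stable HeLa A3F-eYFP/Vif cells seeded overnight beforehand.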
mIDH1 inhibitor = blocks human mutant IDH1 R132H enzyme. O75874. IDH1-R132H enzyme, NADPH consumption, diaphorase/resazurin fluorescence. Potency, µM (doses to about 76.6 µM), without a hit: at the top dose activity change, negative = inhibition, actives largely listed as inhibitors. 390,000 compounds, 0.093% hits; further: on the % scale 0 is the no-effect control and ±100 the full control effect; nearly all actives have a fitted effect of over 65% in size
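IDH1-R132H (0.5 ug/mL) preincubated 30 min with compound, then NADPH (0.016 mM) and alpha-KG (2 mM) added; 80 min at RT, pH 7.5. Remaining NADPH coupled via diaphorase/resazurin to fluorescence (540/590 nm); concentration-response curves normalized to no-enzyme control.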
Vif-APOBEC3G blk = Vif-A3G binding inhibition. HeLa A3G-eYFP + Vif (tagged APOBEC3G with the HIV-1 protein that degrades it), YFP fluorescence, overnight. Potency, µM (series often up to 46.1 µM), without a hit: at the top dose activity, negative = active, actives largely listed as inhibitors. 410,000 compounds, 0.076% hits;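 further: on the % scale 0 is the no-effect control and ±100 the full control effect; nearly all actives have a fitted effect of over 60% in size; hits raise eYFP signal because A3G escapes Vif-driven loss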
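Read-out is eYFP fluorescence (Ex 488/Em 500-530) from Vif-expressing HeLa A3G-eYFP cells; more signal means A3G escaped Vif-mediated degradation. Cells plated overnight, compound pinned in, incubated overnight at 37 deg C.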
USP1-UAF1 inh = inhibitors of human USP1/UAF1 deubiquitinase | recombinant USP1/UAF1, Ub-Rhodamine cleavage fluorescence | Potency, µM (top dose mostly 57.1 µM), for the others: top-dose activity change, negative = inhibition, hits mostly inhibitors | 390,000 compounds, 0.23% hits; further: on the % scale 0 is the no-effect control and ±100 the full control effect; nearly all actives have a fitted effect of over 60% in size; inactives centre near -12
Target sequence (O94782 whole entry, looked up): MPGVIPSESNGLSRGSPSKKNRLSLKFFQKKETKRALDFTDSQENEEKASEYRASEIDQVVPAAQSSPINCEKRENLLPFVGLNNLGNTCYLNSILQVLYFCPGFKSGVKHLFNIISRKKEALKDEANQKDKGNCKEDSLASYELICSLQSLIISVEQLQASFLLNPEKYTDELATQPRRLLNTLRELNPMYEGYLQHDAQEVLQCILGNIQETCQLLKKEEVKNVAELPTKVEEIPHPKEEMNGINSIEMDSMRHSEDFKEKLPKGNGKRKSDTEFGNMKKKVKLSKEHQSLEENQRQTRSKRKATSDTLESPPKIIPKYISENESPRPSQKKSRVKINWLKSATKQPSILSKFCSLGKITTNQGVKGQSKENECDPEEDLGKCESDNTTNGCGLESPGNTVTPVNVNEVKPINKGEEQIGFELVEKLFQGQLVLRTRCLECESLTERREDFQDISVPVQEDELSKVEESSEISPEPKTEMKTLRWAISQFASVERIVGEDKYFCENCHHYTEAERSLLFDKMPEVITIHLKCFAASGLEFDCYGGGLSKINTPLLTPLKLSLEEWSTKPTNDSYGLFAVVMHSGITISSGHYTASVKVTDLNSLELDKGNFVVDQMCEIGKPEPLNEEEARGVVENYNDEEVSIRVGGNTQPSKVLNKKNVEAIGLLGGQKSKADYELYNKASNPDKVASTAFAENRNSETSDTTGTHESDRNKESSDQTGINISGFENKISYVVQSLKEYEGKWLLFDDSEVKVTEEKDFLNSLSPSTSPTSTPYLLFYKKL
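1 nM enzyme complex + cpd, 15 min RT; start with Ub-Rho 150nM final; kinetic fluorescence ex 480/em 540, 6 reads q60 s. Buffer 50mM HEPES pH 7.8, 0.5mM EDTA, 0.1 mg/ml BSA, 1mM TCEP, 0.01% Tween-20.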
ALOX12 inh = ALOX12 (human) lipoxygenase inhibition; 580,000 compounds, 1.1% hits; Potency, µM (highest dose often 108 µM), for the others: top-dose activity change, negative = inhibition, most hits filed as inhibitors; P18054; purified 12hLO, xylenol orange hydroperoxide absorbance; AID 1671190; further: on the % scale 0 is the no-effect control and ±100 the full control effect
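Purified human 12hLO (150 nM final) in 25 mM Hepes, 0.01% Triton X-100, pH 7.0 was preincubated 15 min at room temperature with compound. Then 40 uM arachidonic acid was added, 30 min. Hydroperoxide was read by Fe-XO absorbance ratio 573/405 nm.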
RGS4 inh = blocks human RGS4-accelerated GTP hydrolysis; P49798; Transcreener GDP fluorescence polarization, RGS4-accelerated GTP hydrolysis; Potency, µM (highest dose often 114 µM), without a hit: at the top dose activity change, negative = inhibition, usual class: inhibitors; 390,000 compounds, 0.039% hits; AID 504845; further: on the % scale 0 is the no-effect control and ±100 the full control effect; nearly all actives have a fitted effect of over 75% in size; some results filed as inactive show a strong effect at the top dose
Target sequence (P49798 whole entry, looked up): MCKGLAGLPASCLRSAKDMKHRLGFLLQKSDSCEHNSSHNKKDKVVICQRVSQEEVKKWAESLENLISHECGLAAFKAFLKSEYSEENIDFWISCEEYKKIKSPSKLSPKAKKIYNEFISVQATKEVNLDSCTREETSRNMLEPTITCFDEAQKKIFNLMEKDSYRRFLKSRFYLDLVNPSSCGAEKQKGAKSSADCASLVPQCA
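MLSMR compounds (23 nl, pin-transferred) preincubated 10 min at room temperature with a 500nM (2x) first reagent, then RGS4 at 900nM (2x) plus Transcreener GDP mix added; fluorescence polarization (620/688 nm) read before and after 90 min at 30 °C.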
TrxR1 inh = blocks rat thioredoxin reductase 1; recombinant rTrxR1, NADPH fluorescence consumption, selenite substrate; Potency, µM (highest dose often 114 µM), inactives show at the highest dose activity change, negative = inhibition, actives largely listed as inhibitors; 390,000 compounds, 1% hits; AID 588453; further: on the % scale 0 is the no-effect control and ±100 the full control effect; nearly all actives have a fitted effect of over 65% in size
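Rat TrxR1 (90 nM in the dispensed reagent) was pre-reduced with 400 uM NADPH for 5 min at room temperature, then incubated with compound for 15 min. After 400 uM selenite was added, NADPH fluorescence (Ex 340/Em 450 nm) was followed for 8 min.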
RXFP1 ag = RXFP1 (human) receptor agonism. Q9HBX9. HEK293T-RXFP1 cAMP TR-FRET, 30 min; response scale: percent of porcine relaxin response, buffer zero. Potency, µM (highest dose often 57.5 µM), for inactives: top-dose activation, usual class: activators. 370,000 compounds, 0.3% hits; further: on the % scale 0 is the no-effect control and ±100 the full control effect; nearly all actives have a fitted effect of over 60% in size; many of its hits are not listed in these tables
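Agonist response is measured as cAMP accumulation in an RXFP1-transfected HEK293T line under PDE4 inhibition. Values are scaled between buffer-only and 29 nM porcine relaxin, and EC50s come from standard Hill equation fits.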
TrxR1 substrate = is turned over as a substrate by rat TrxR1. O89049. purified TrxR1 substrate turnover, NADPH consumption readout. Potency, µM (series often up to 114 µM), without a hit: top-dose activity change, negative = substrate turnover. 390,000 compounds, 0.01% hits; further: on the % scale 0 is the no-effect control and ±100 the full control effect; nearly all actives have a fitted effect of over 50% in size
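Rat TrxR1, dispensed at 90 nM, was prereduced with 400 uM NADPH (final) for 5 min at ~22 deg C, then incubated with compound 15 min before 400 uM selenite. A first-read NADPH fluorescence drop versus no-compound background flagged substrates.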
Starred values were filed as active, the others as inactive; i = inactive; u = inconclusive; x = not tested or not shown; & = joins results of further samples; [ ] = another dose, or the depositor's remark. The call rests on the fitted dose curve; in most records, active means well fitted curve in the direction sought with a large enough effect; inconclusive means small, poorly fitted or top-dose-only effect, or another doubt; inactive means no such curve, though single readings can be large; an effect the other way counts as inactive or inconclusive. Potency means the concentration at half of the fitted maximal effect. An excerpt (hit frequency here may not be typical).

nr	SMILES	Vif-APOBEC3F blk	mIDH1 inhibitor	Vif-APOBEC3G blk	USP1-UAF1 inh	ALOX12 inh	RGS4 inh	TrxR1 inh	RXFP1 ag	TrxR1 substrate
1	CC1CCN(C(=O)COc2cccc3c2CCN(C)C3=O)CC1	-11%	3%	-3%	5%	i	3%	13%[57.1 µM]	0.7%	1%[57.1 µM]
2	COC(=O)c1c(S(C)(=O)=O)nc(-c2ccccc2)[nH]c1=O	4%	6%	0%	-19%	0%	18%	40µM*	1.4%	-1%
3	O=C(CCn1cnc2onc(-c3ccc(F)cc3)c2c1=O)N1CCN(c2ccccc2)CC1	1%	-8%	0%	6%	-27%	-12%	15%	0.2%	-8%
4	CCC(CCC(=O)Nc1cccc([N+](=O)[O-])c1)C(=O)O (stereo not given)	-20%	14%	-2%	-33%	19%	-3%	14%	6.7%	3%
5	COc1ccc(-c2noc(CCC(=O)N3CCN(c4ccccc4Cl)CC3)n2)cc1	7%	2%	2%	-36%	18%	-27%	23%	x	2%
6	Nc1c(C(=O)NCc2ccccc2)sc2nc3c(cc12)C(=O)CCC3	4%	8%	-5%	-19%	31%[activator][57.4 µM]	-2%	-8%[57.1 µM]	-1.2%	-7%[57.1 µM]
7	COc1ccccc1CNC(=O)COC(=O)c1ccc(Cl)nc1	13%	-1%	1%	-6%	-11%	17%	-5%	x	-5%
8	COc1cc(S(=O)(=O)NCc2ccccn2)ccc1Cl	0%	4%	-4%	1%	-10%	u	14%[57.1 µM]	-0.4%	6%[57.1 µM]
9	O=C(CN1C(=O)COc2ccc(S(=O)(=O)NC3CCCC3)cc21)NCc1ccc(Cl)cc1	0%	8%	3%	-19%	u	-23%	14%	0.8%	-1%
10	O=C(Nc1ccn(Cc2c(F)c(F)c(F)c(F)c2F)n1)c1ccc(COc2ccccc2Cl)cc1	3%	-2%	0%	-9%	-7%	-17%	20%	0.7%	7%
11	COc1cccc(CN2C(=O)CCC2(C)C(=O)NC2CCCCC2)c1 (stereo not given)	-27%	-2%	0%	-1%	9%[57.4 µM]	5%	7%	0.1%	-6%
12	O=C(COC(=O)Cn1cnc2ccccc21)Nc1ccccc1C(F)(F)F	-1%	0%	0%	-17%	u	-24%	18%	x	5%
13	Cc1ccc(Cl)cc1NS(=O)(=O)c1ccc2oc(=O)c3ncn(C)c3c2c1	4%	20%	-12%	-20%	-9%	-11%	6%	-0.4%	3%
14	CN(C)/C=C/C(=O)c1ccc([N+](=O)[O-])c(CS(=O)(=O)c2ccccc2)c1	2%	6%	-10%	-29%	u	-35%[56.9 µM]	-8%	1.7%	-5%
15	Cc1ccc(S(=O)(=O)N2CCCC2C(=O)O)cc1 (stereo not given)	8%	-3%	6%	-3%	-11%	-1%	-11%	-2.4%	-4%
16	Cc1ccc(CCNC(=O)C2CC(c3ccccc3[N+](=O)[O-])=NO2)cc1 (stereo not given)	-3%	-3%	1%	-7%	-3%	-4%	16%	-0.4%	-4%
17	O=C(NCC1CCCO1)C(c1ccncc1)N(Cc1ccc(F)cc1)C(=O)CN1C(=O)c2ccccc2S1(=O)=O (stereo not given)	3%	0%	1%	-11%	u	39%	-29%	1.4%	-4%
18	COCc1cc(=O)n2[nH]c(N)nc2n1	-14%	0%	0%	-21%	-8%	13%	16%	0.2%	4%
19	CN(c1ccccc1)S(=O)(=O)c1cc(C(=O)OCC(=O)N2CCN(C(=O)c3ccco3)CC2)ccc1Cl	-12%	2%	3%	-6%	28%	-42%	9%[57.1 µM]	0.2%	8%[57.1 µM]
20	CCOC(=O)c1cnc(N2CCN(c3ccccc3)CC2)[nH]c1=O	-17%	-3%	1%	-16%	1%	1%	-6%	3.7%	4%
21	CC(=O)Nc1ccc(CN2CCC(Oc3ccc(C(=O)N4CCCC4)cc3)CC2)cc1	5%	7%	2%	-18%	-7%	-31%	-3%	5.8%	-6%
22	COc1cccc(OCc2cc(/C=N/NC(=O)c3nc(Cl)c(Cl)c(N)c3Cl)ccc2OC)c1	0%	2%	-10%	-14%	120%[activator]	25%	8%	2.1%	17%
23	O=C(O)CSc1nc2ccccc2s1	-2%	-3%	-1%	-18%	-2%	6%	-4%	-0.2%&-2.2%	-3%
24	COc1ccc(C2=NS(=O)(=O)N(C)C(C(=O)Nc3ccc(OC(F)(F)F)cc3)=C2)cc1	x	x	x	-16%	-27%	-14%	9%	0.3%	3%
25	CCOc1nc(N2CCOCC2)nc(N2CCOCC2)n1	-3%	4%	-3%	-20%	0%	-15%	20%[57.1 µM]	2.5%	8%
26	COc1cc2c(cc1NC(=O)COC(=O)CNC(=O)c1ccccc1)oc1ccccc12	2%	-1%	-1%	-7%	-5%	7%	5%[57.1 µM]	2.3%	-1%[57.1 µM]
27	Cc1cccc(NC(=O)c2ccc(S(=O)(=O)N3CCCCC3)cc2)c1	2%	-2%	-11%	-12%	34%[activator]	23%	6%	-0.7%	-8%
28	COc1ccc2c(c1)nc(SCC(C)O)n2C (stereo not given)	-9%	5%	-3%	-9%	-15%	-46%	-4%	1.1%	-5%
29	CCOC(=O)NC(Nc1cc(C)ccn1)(C(F)(F)F)C(F)(F)F	-10%	3%	1%	3%	0%	25%	-7%[57.1 µM]	1.6%	5%[57.1 µM]
30	Cc1cc(NC(=O)CSCC(=O)Nc2ccccc2N2CCCCC2)no1	5%	3%	-10%	-16%	-10%	-27%	-7%	-0.6%	-10%

Rewritten screen by screen: part of the list above
25	CCOc1nc(N2CCOCC2)nc(N2CCOCC2)n1
26	COc1cc2c(cc1NC(=O)COC(=O)CNC(=O)c1ccccc1)oc1ccccc12

compound no. | 25 | 26
Vif-APOBEC3F blk | -3% | 2%
mIDH1 inhibitor | 4% | -1%
Vif-APOBEC3G blk | -3% | -1%
USP1-UAF1 inh | -20% | -7%
ALOX12 inh | 0% | -5%
RGS4 inh | -15% | 7%
TrxR1 inh | 20%[57.1 µM] | 5%[57.1 µM]
RXFP1 ag | 2.5% | 2.3%
TrxR1 substrate | 8% | -1%[57.1 µM]

An excerpt from above in order of the RGS4 inh value, highest first:
#	mol	Vif-APOBEC3G blk	USP1-UAF1 inh	ALOX12 inh	RGS4 inh	TrxR1 inh	RXFP1 ag	TrxR1 substrate
29	CCOC(=O)NC(Nc1cc(C)ccn1)(C(F)(F)F)C(F)(F)F	1%	3%	0%	25%	-7%[57.1 µM]	1.6%	5%[57.1 µM]
11	COc1cccc(CN2C(=O)CCC2(C)C(=O)NC2CCCCC2)c1 (stereo not given)	0%	-1%	9%[57.4 µM]	5%	7%	0.1%	-6%
1	CC1CCN(C(=O)COc2cccc3c2CCN(C)C3=O)CC1	-3%	5%	i	3%	13%[57.1 µM]	0.7%	1%[57.1 µM]
13	Cc1ccc(Cl)cc1NS(=O)(=O)c1ccc2oc(=O)c3ncn(C)c3c2c1	-12%	-20%	-9%	-11%	6%	-0.4%	3%

Next compounds.
cpd	structure	Vif-APOBEC3F blk	mIDH1 inhibitor	Vif-APOBEC3G blk	USP1-UAF1 inh	ALOX12 inh	RGS4 inh	TrxR1 inh	RXFP1 ag	TrxR1 substrate
31	CC(N=Cc1cc([N+](=O)[O-])ccc1O)c1ccccc1 (stereo not given)	0%	1%	-1%	-19%	-14%	19%	3%	1.3%	-6%
32	OB(O)c1ccc(Br)cc1	x	x	-1%	x	x	-6%	2%	x	9%
33	CCn1c(=O)c2sccc2n2c(CCCC(=O)NCCc3ccc(S(N)(=O)=O)cc3)nnc12	11%	-7%	6%	3%	2%	34%	12%	27%	5%
34	O=C(COC(=O)c1ccccc1C(=O)c1ccccc1)Nc1ccc(SC(F)F)cc1	9%	1%	-16%	-12%	-22%	4%	-2%	2.8%	-9%
35	O=C(COc1cccc2c1CCNC2=O)NC1CCCCC1	5%	5%	-2%	0%	13%	17%	8%	1.4%	0%
36	CCOC(=O)C1=C(C)NC(=O)CC1c1ccccc1 (stereo not given)	-4%	9%	0%	-6%	-1%	8%	-9%[57.1 µM]	-0.7%	-6%[57.1 µM]
37	Cc1cccc(N(C(=O)CNC(=O)c2ccco2)C(C(=O)NCC2CCCO2)c2ccccc2)c1 (stereo not given)	-3%	-3%	1%	u	6%	-8%	7%[57.1 µM]	-2.2%	5%[57.1 µM]
38	CCOC(=O)N1CCC(NC(=O)C2CCCN(Cc3nc(-c4cccc(Cl)c4)oc3C)C2)CC1 (stereo not given)	6%	23%	0%	-8%	6%	-4%	1%[57.1 µM]	1.3%	7%[57.1 µM]
39	Cc1nc(NC2=NCN(Cc3cccnc3)CN2)nc2ccccc12	1%	5%	1%	-6%	-3%	6%	15%	1.1%	2%
40	O=C(CCc1ccccc1)NCc1ccccc1	-3%	7%	0%	-18%	5%	3%	26%	-0.1%	4%

Screening data deposited in PubChem BioAssay by National Center for Advancing Translational Sciences (NCATS).
